# NRP1-CendR mod: modulators of CendR peptide binding to human neuropilin-1; AID 602438; inhibition, % at 25 µM; 0.85% of 360,000 active; FAM-RPARPAR peptide binding to NRP-1, fluorescence polarization;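 active = inhibition or corrected inhibition above about 18%, plus a signal ratio from 0.5 to 1.5, limit read from the data, passing the limit was not always enough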; also: strong numbers were not always called active
# Rin1-Abl PPI inh: human Rin1-Abl interaction inhibition; P00519+Q13671; AID 588664; TR-FRET Rin1/Abl binding, biochemical; 0.4% of 360,000 active; inhibition, % at 7.35 µM; in the data active = inhibition above about 5%, passing the limit was not always enough
# bovine MsrA act: activators of bovine methionine sulfoxide reductase A; purified bovine MsrA, absorbance read-out; activation, % at 10.6 µM; 0.3% of 360,000 active; AID 602163; in the data active = activation above about 7.5%;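 also: 0% = vehicle and 100% = reference activator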
# MLLE-PAM2 inh: blocks PAM2 peptide binding to the PABP1 MLLE domain; GST-MLLE / FITC-PAM2 fluorescence polarization; 0.36% of 360,000 active; P11940; inhibition, % at 20 µM; in the data active = inhibition above about 35%, passing the limit was not always enough;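 also: plate controls were DMSO wells with GST-MLLE for no effect and wells lacking GST-MLLE protein for full effect; some results filed as inactive read as strong as hits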
# E coli Lon inh: inhibitors of E. coli Lon protease | P0A9M0 | purified E. coli Lon protease, fluorescence polarization | inhibition, % at 7.94 µM | 0.42% of 360,000 active; in the data active = inhibition above about 13%, passing the limit was not always enough;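 also: 0% = enzyme with probe and DMSO and 100% = no enzyme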
# FAS-TE inh: blocks the thioesterase domain of human fatty acid synthase | P49327 | recombinant FAS-TE, OMFH fluorogenic substrate, fluorescence endpoint | inhibition, % at 15 µM | 0.67% of 360,000 active;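 active = compounds whose normalised, plate-corrected inhibition of enzyme fluorescence in the single-dose primary screen is 50% or more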;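 also: 0% = DMSO with enzyme and 100% = substrate without enzyme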
# MT1-MMP act inh: inhibitors of human MT1-MMP activation; AID 651647; GFP/RFP ratio change, % at 20 µM; HT1080 RFP-PRO-GFP cells, GFP/RFP ratio fluorescence, overnight; percent of plate control window, DMSO zero; 0.061% of 360,000 active;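 active = GFP/RFP ratio change of at least 30% with cell ATP level not reduced by more than half and red fluorescence within 50% of control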; also: strong numbers were not always called active
#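 system = RFP-PRO-GFP reporter HT1080 cells | dosing = 20 µM single dose, 1% DMSO | timing = overnight cell settling, then overnight compound exposure, 37 °C, 5% CO2 | read-out basis = GFP/RFP fluorescence ratio | controls = DMSO and RFP-L50D-GFP cell wells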
# SKN-1 block: inhibitors of C. elegans SKN-1; inhibition, % at 21.8 µM; C. elegans VP596 Pgst-4::GFP/RFP ratio, acrylamide-induced, 24 h; 0.49% of 360,000 active; AID 624304;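 active = interference check ratio from 0.5 to 1.5 plus GFP to RFP signal ratio inhibition reaching or exceeding a fixed threshold, cut at about 30% in these data, passing the limit was not always enough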; also: some compounds called inactive have numbers as strong as hits
# Neddyl block: blocks human cullin neddylation | 0.58% of 360,000 active | calls only at 25 µM | TR-FRET cullin neddylation, biochemical | P61081+Q13564; in the data active = inhibition above about 36%
# Target sequence (P61081 whole entry, looked up): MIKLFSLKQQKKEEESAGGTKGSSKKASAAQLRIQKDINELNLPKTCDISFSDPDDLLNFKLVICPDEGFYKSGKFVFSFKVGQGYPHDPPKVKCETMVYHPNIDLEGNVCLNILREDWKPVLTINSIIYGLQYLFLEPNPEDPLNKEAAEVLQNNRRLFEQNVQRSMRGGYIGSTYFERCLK
# Target sequence (Q13564 whole entry, looked up): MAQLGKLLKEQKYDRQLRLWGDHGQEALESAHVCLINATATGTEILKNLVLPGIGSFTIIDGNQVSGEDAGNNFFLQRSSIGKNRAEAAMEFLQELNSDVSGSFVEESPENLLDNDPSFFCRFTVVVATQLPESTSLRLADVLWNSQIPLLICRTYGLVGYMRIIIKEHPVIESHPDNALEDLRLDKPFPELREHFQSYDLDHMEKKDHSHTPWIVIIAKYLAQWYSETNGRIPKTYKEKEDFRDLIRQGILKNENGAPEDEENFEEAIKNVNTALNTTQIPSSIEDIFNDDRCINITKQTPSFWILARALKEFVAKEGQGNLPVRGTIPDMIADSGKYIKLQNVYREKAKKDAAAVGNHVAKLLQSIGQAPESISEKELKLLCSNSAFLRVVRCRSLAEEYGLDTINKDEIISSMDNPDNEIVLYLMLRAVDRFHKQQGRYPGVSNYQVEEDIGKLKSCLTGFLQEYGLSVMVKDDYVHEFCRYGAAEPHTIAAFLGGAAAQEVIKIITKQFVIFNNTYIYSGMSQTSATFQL
# The depositor's hits bear a star; i = inactive; . = no result given.
SMILES,NRP1-CendR mod,Rin1-Abl PPI inh,bovine MsrA act,MLLE-PAM2 inh,E coli Lon inh,FAS-TE inh,MT1-MMP act inh,SKN-1 block,Neddyl block
COc1cc(C2NC(=S)NC(C)=C2C(=O)Nc2cc(C)cc(C)c2)ccc1O (configuration not stated),8,0,5,-139,-7,-3,8,1,i
C/C=C(/C)C(=O)Nc1cccc(C2=NOC3(C2)C[C@@H](C(N)=O)N(C(=O)CC(c2ccccc2)c2ccccc2)C3)c1 (some centres not stated),2,0,1,-11,-3,6,1,16,i
O=C(CSc1ncccn1)NNC(=O)c1ccccc1,10,-2,-6,-18,-5,-6,4,-5,i
Cc1ccccc1N1C(=S)NC2c3ccccc3OC1(C)C2C(=O)N(C)C (configuration not stated),-5,0,-2,31,2,-3,-3,28,i
O=C(OC(C(=O)NCc1ccc(F)cc1)c1ccccc1)c1ccco1 (configuration not stated),3,0,-3,-3,0,1,1,-9,i
Nc1cc(OCC(F)(F)F)cc(OCC(F)(F)F)c1,-13,-1,-3,-7,0,0,-3,-3,i
O=C(COC(=O)c1c(Cl)ccc(Cl)c1Cl)NCC1CCCO1 (configuration not stated),10,0,-3,5,5,-7,1,-6,i
O=S(=O)(c1cccc2cccnc12)N1CCN(Cc2ccccc2)CC1,6,-1,-8,10,4,1,4,-2,i
CC(=O)c1c(C)[nH]c(C(=O)Nc2cccc(S(=O)(=O)N3CCCCC3)c2)c1C,4,-2,-2,4,0,9,8,12,i
O=C(NCCSCc1ccco1)Nc1cccc(Cl)c1,14,-7,-2,23,-4,11,-3,5,i
c1ccn(-c2ccc(N3CCOCC3)cc2)c1,1,-4,10*,-1,0,-6,4,-3,i
C/C=C/c1ccc(OCCCCOc2ccc(OC)cc2)c(OC)c1,-1,-1,-1,-4,-8,27,1,0,i
COc1ccccc1-n1c(SCC(=O)OC(C)C)nc2cccnc21,-24,1,-4,6,2,-2,2,-1,i
Cc1nc(NC(=S)NC(=O)COc2ccc(Cl)cc2)ccc1Br,2,1,-2,-77,3,0,5,17,i
O=C(CSc1ccccn1)Nc1ccc(Cl)cn1,13,-3,-1,-7,-4,-3,4,8,i
CC1CCN(CCCNC(=O)c2cc3c(Cl)nc4ccccc4c3s2)CC1,7,-3,-4,-6,-11,-5,-2,-4,i
C=CCn1c(=O)c(C(=O)Nc2ccc(C)cn2)c(O)c2ccccc21,14,0,-1,-4,-4,7,-8,1,i
CC(=O)Nc1ccc(S(=O)(=O)N2CCc3cc4c(cc3C2C)OCCCO4)cc1 (configuration not stated),-8,-2,-3,-1,-8,2,4,-3,i
O=C(CCC(=O)c1ccc(Oc2ccccc2)cc1)Nc1ccc(Cl)cc1Cl,-15,2,-4,-15,-2,32,5,4,i
COc1ccc(C(=O)NC2CCCCC2)cc1S(=O)(=O)N1CCCC1,-5,0,-15,8,-7,-8,6,-5,i

# Nothing new here: 2 of the compounds above.
SMILES,NRP1-CendR mod,Rin1-Abl PPI inh,bovine MsrA act,MLLE-PAM2 inh,E coli Lon inh,FAS-TE inh,MT1-MMP act inh,SKN-1 block,Neddyl block
c1ccn(-c2ccc(N3CCOCC3)cc2)c1,1,-4,10*,-1,0,-6,4,-3,i
C/C=C/c1ccc(OCCCCOc2ccc(OC)cc2)c(OC)c1,-1,-1,-1,-4,-8,27,1,0,i

# Additional results:
SMILES,NRP1-CendR mod,Rin1-Abl PPI inh,bovine MsrA act,MLLE-PAM2 inh,E coli Lon inh,FAS-TE inh,MT1-MMP act inh,SKN-1 block,Neddyl block
O=C(COc1ccc2ccc(=O)oc2c1)N1CC[C@@]2(O)CCCC[C@H]2C1,2,-2,-2,-3,-6,-6,2,9,i
CCN1C(=O)[C@H]2[C@H]3CN=C(SC)N3[C@@](C)(C(=O)OC)[C@H]2C1=O,0,-5,-5,-27,2,-7,3,-6,i
COC(=O)Cc1c(C)c2ccc(OC(=O)c3ccccc3)cc2oc1=O,-6,1,-11,-6,33*,2,4,-7,.
CN(C)c1ccc(C(=O)OCC(=O)c2ccc[nH]2)cc1,-11,3,-7,-6,-8,-8,3,5,i
Cc1ccc(S(=O)(=O)Nc2cc(C(F)(F)F)ccc2N2CCOCC2)c(C)c1,11,2,-2,2,-12,43,-9,-1,i
Cn1c(NC(=O)c2ccccc2F)cc(=O)n(C)c1=O,-8,5,-1,-21,-7,-3,0,-3,i
O=c1c2ccccc2c2ccccc2c(=O)n1Cc1ccc2c(c1)OCO2,-3,1,0,5,-3,24,5,-3,i
CCOC(=O)CSc1nc(-c2ccncc2)ccc1C#N,-8,-4,-4,-2,-6,8,-1,-24,i
CCc1nc(NC(C)C)c2oc3ccccc3c2n1,3,1,3,3,4,-2,13,21,i
Cc1ccc(CNC(=O)C2CC(=O)N(C3CCCCCC3)C2)cc1 (configuration not stated),4,3,-1,5,-9,4,5,6,i
O=C(Cc1ccccc1Cl)Nc1cccc(S(=O)(=O)N2CCOCC2)c1,1,1,-3,0,2,-5,2,10,i
CC(=O)NC(c1ccc(C(C)C)cc1)c1ccc2cccnc2c1O (configuration not stated),0,2,-3,6,1,3,4,6,i
O=C(CC1(O)C(=O)Nc2ccc(Br)cc21)c1ccc2c(c1)OCO2 (configuration not stated),13,-4,-2,-15,1,-1,-4,23,i
CCOc1cccc(C(=O)Nc2cccnc2)c1,4,0,1,5,4,-8,0,0,i
COc1cc(-c2nc(-c3ccccc3)c(-c3cccs3)[nH]2)cc(OC)c1OC,-29,-4,-4,-2,4,5,0,-5,i
COc1ccccc1CNC(=O)CCS(=O)(=O)Cc1ccc(C)cc1,12,1,-2,0,-4,-5,2,2,i
CCOC(=O)CC(NC(=O)CCc1c(C)nc2nc(C)nn2c1C)c1ccc(C)cc1 (configuration not stated),-2,-1,-4,-11,-1,-14,-1,-8,i
Cc1cccc(NC(=O)CN(C)S(=O)(=O)c2cnc[nH]2)c1C,-8,-1,-1,13,2,-8,2,-5,i
COc1ccc(C2/C(=C(\O)c3ccc4c(c3)OCCO4)C(=O)C(=O)N2Cc2ccco2)c(OC)c1 (configuration not stated),-19,2,-2,35,11,-1,-17,13,i
O=c1c2ccccc2[nH]c(=S)n1CCc1ccccc1,-4,-1,-5,-78,-3,-2,1,8,i

# The last 2 records of the section above open the next one.
SMILES,NRP1-CendR mod,Rin1-Abl PPI inh,bovine MsrA act,MLLE-PAM2 inh,E coli Lon inh,FAS-TE inh,MT1-MMP act inh,SKN-1 block,Neddyl block
COc1ccc(C2/C(=C(\O)c3ccc4c(c3)OCCO4)C(=O)C(=O)N2Cc2ccco2)c(OC)c1 (configuration not stated),-19,2,-2,35,11,-1,-17,13,i
O=c1c2ccccc2[nH]c(=S)n1CCc1ccccc1,-4,-1,-5,-78,-3,-2,1,8,i
Cc1ccc(-c2cc(C(F)F)n3ncc(C(=O)N4CCN(c5ccccn5)CC4)c3n2)cc1,-8,1,2,-1,-3,20,0,21,i
CC(C)CCNC(=O)C(=O)Nc1ccc2c(c1)N(S(=O)(=O)c1cccs1)CCC2,-10,1,-9,-4,1,35,-2,0,i
COC(=O)CCN(c1ccccc1)S(=O)(=O)c1cc(-c2cc(C)no2)ccc1C,0,4,-3,-2,9,19,-4,5,i
C=CCSc1ncc(C#N)c(N)n1,-2,-5,-2,1,6,-6,1,-1,i
COC(=O)C1=C(N)Oc2cc(C)n(Cc3ccco3)c(=O)c2C1c1cccc(Cl)c1 (configuration not stated),-17,3,-1,13,0,11,-2,14,i
Cc1ccc(C(=O)NC2(C(F)(F)F)N=C3SCCN3C2=O)cc1 (configuration not stated),-3,1,-3,25,-10,-6,9,1,i
CCOC(=O)c1cnc(SCc2nc(N)nc(Nc3ccccc3)n2)nc1N,14,-1,-4,1,8,0,-5,-7,i
CCOCCc1nnc(NC(=O)C2CC(=O)N(CCc3ccc(F)cc3)C2)s1 (configuration not stated),-8,-2,-3,12,4,-1,0,-4,i
Cc1nc(NN)nc(NCc2ccccc2)n1,1,1,0,13,-6,-6,-1,-2,i
COC(=O)/C=c1/s/c(=C(/C#N)C(=O)N2CCCCC2)n(-c2ccccc2)c1=O,-11,1,-1,18,-3,-11,3,4,i
Nc1cc(C(F)(F)F)cc([N+](=O)[O-])c1N,4,-4,0,6,2,0,2,13,i
CCOC(=O)C1=C(CC)OC(N)=C(C#N)C1c1ccsc1 (configuration not stated),0,-1,-3,8,3,-7,0,3,i
COc1cc(C(=O)Nc2ccc(N(C)C)cc2)c([N+](=O)[O-])cc1OC,-8,2,-5,-13,-7,-5,1,7,i
Clc1ccc(-c2nnc(NCCN3CCCC3)c3ccccc23)cc1,-4,0,0,-10,2,-3,-3,13,i
CC(C)OC(=O)CC1C(=O)NCCN1C(=S)NC(=O)CCc1ccccc1 (configuration not stated),9,4,-3,-6,3,-7,3,9,i
COc1ccc2[nH]c(=O)c(-c3nnn(-c4ccccc4)n3)cc2c1,1,1,-3,5,-1,0,-1,14,i
COC(C[C@@H]1O[C@H]1[C@@H](O)COCc1ccccc1)OC,-4,1,-2,7,-2,-8,2,12,i
O=C(Cn1cc(Br)ccc1=O)Nc1ccc2c(c1)OCO2,4,-1,-3,2,-2,-6,-1,3,i
COc1ccc(/C=C/C2=CC(C)(C)NC(=S)N2)c(OC)c1,-4,0,-3,-124,-9,0,-5,-2,i
CC(=O)Nc1ccc(N(C(=O)c2cnccn2)C(C(=O)NC2CCCCC2)c2ccc(O)cc2)cc1 (configuration not stated),6,4,-2,5,-1,-4,-4,3,i

# Another view of some results above.
structure | NRP1-CendR mod | Rin1-Abl PPI inh | bovine MsrA act | MLLE-PAM2 inh | E coli Lon inh | FAS-TE inh | MT1-MMP act inh | SKN-1 block | Neddyl block
Cc1ccccc1N1C(=S)NC2c3ccccc3OC1(C)C2C(=O)N(C)C (configuration not stated) | -5 | 0 | -2 | 31 | 2 | -3 | -3 | 28 | i
O=C(OC(C(=O)NCc1ccc(F)cc1)c1ccccc1)c1ccco1 (configuration not stated) | 3 | 0 | -3 | -3 | 0 | 1 | 1 | -9 | i
Nc1cc(OCC(F)(F)F)cc(OCC(F)(F)F)c1 | -13 | -1 | -3 | -7 | 0 | 0 | -3 | -3 | i
O=C(COC(=O)c1c(Cl)ccc(Cl)c1Cl)NCC1CCCO1 (configuration not stated) | 10 | 0 | -3 | 5 | 5 | -7 | 1 | -6 | i
O=S(=O)(c1cccc2cccnc12)N1CCN(Cc2ccccc2)CC1 | 6 | -1 | -8 | 10 | 4 | 1 | 4 | -2 | i
